Screening data deposited in PubChem by Sanford-Burnham Center for Chemical Genomics.
APJ antag = antagonists of human APJ apelin receptor | CHO-K1 APJ beta-arrestin complementation, luminescence | P35414 | 330,000 tested, 0.32% active | AID 2521 | inhibition, % at 20 µM;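 active means inhibition above about 40% at 20 µM, limit read from the data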;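 further: cells challenged with 10 nM apelin-13 agonist together with compound; plate controls were apelin-13 plus DMSO wells for no effect and DMSO wells lacking apelin-13 for full effect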
Target sequence (P35414 whole entry, looked up): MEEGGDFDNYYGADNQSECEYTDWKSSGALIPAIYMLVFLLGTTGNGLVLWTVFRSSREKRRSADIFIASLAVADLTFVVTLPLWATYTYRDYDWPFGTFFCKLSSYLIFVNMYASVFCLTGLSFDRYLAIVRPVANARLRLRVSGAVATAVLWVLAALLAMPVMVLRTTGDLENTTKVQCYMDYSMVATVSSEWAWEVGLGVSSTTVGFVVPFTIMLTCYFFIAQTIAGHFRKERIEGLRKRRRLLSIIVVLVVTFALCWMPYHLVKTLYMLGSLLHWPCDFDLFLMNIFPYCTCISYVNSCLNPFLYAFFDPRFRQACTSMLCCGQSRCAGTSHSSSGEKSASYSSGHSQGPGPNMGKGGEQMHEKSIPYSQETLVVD
beta cell repl = induces beta-cell replication in MIN6 cells | MIN6 cells proliferation, ATPlite luminescence, 48 h; cells starved in 0.2% serum; 100% = growth in 10% serum | proliferation, % at 10 µM | 330,000 tested, 0.29% active;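 active means compounds whose signal lies at least 3.5 SD above the mean of all wells on their plate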;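 further: 0% = DMSO-treated cells in low-serum medium and 100% = 10% serum control; some compounds called inactive have numbers as strong as hits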
TIM10 inh = TIM10 yeast growth inhibition | S. cerevisiae TIM10 strain growth, BacTiter-Glo luminescence, 24 h | inhibition, % at 10 µM | 330,000 tested, 1.4% active;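 active means inhibition of 40% or more at the single tested concentration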;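 further: wild-type TIM10 isogenic control strain grown at permissive 25 °C; 0% = DMSO yeast wells and 100% = minimal medium wells without yeast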
tim10-1 inh = inhibits growth of tim10-1 mutant yeast. S. cerevisiae tim10-1 ts strain growth, BacTiter-Glo, 24 h. inhibition, % at 20 µM. 330,000 tested, 2.2% active. AID 463190;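 active means inhibition of at least 40%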;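 further: mutant grown at 25 °C; 0% = DMSO wells with yeast and 100% = wells holding no yeast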
tim23-1 inh = tim23-1 yeast growth inhibition; 330,000 tested, 1.3% active; AID 463212; inhibition, % at 20 µM; S. cerevisiae tim23-1 growth, BacTiter-Glo luminescence, 24 h;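 active means growth inhibition of the mutant yeast at or above 50%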;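 further: temperature-sensitive mutant grown at 25 °C; plate controls were DMSO-treated mutant yeast for no effect and medium wells lacking yeast for full effect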
MPTP inh = permeability transition pore inhibition. isolated mouse mitochondria, Ca2+ swelling absorbance, 30 min. inhibition, % at 10 µM. 360,000 tested, 1.4% active. AID 602449;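 active means inhibition of 50% or more, scaled per plate between neutral and stimulator controls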;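 further: 0% = DMSO wells given calcium and 100% = 1 mM EGTA wells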
APJ agonist = APJ receptor agonism; P35414; CHO-K1 APJ PathHunter beta-arrestin, luminescence; 0% DMSO wells, 100% apelin; activation, % at 20 µM; 330,000 tested, 0.11% active; AID 2520;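 active means activation more than six SD over the plate average, tested at 20 µM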;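 further: 0% = DMSO alone and 100% = apelin-13 at 10 nM; some results filed as inactive read as strong as hits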
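Assay system: CHO-K1 APJ beta-arrestin complementation cell line / Compound: single test compound dose, 20 µM final, 1% DMSO / Times: overnight seeding, 90 min compound at 25 °C, 1 h detection / Technique: beta-gal luminescence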
NALP3 yeast inh = blocks the NALP3 inflammasome reconstituted in yeast. Yeast reconstituted NLRP3/ASC/caspase-1, beta-gal luminescence, 24 h. inhibition, % at 10 µM. 330,000 tested, 0.39% active. AID 2825;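 active means inhibition of 50% or more; inactive means inhibition below 50%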;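 further: plate controls were induced DMSO wells for no effect and uninduced yeast grown without galactose for full effect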
NR3A LBD binder = modulators (binders) of human NR3A ligand-binding domain. NR3A LBD differential scanning fluorimetry, Tm shift; 0% = protein alone, 100% = glycine-bound protein. 340,000 tested, 2.5% active. AID 1259313. Tm shift relative to glycine control, % at 25 µM;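 active means melting temperature shift of at least 10% of the positive control shift, at one fixed dose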
The depositor's hits bear a star.

SMILES	APJ antag	beta cell repl	TIM10 inh	tim10-1 inh	tim23-1 inh	MPTP inh	APJ agonist	NALP3 yeast inh	NR3A LBD binder
COC(=O)CCN1CCN(S(=O)(=O)c2ccc3c(c2)OCCO3)CC1	-3	0	-1	6	-14	-0.6	0	6	0
CC(C)C(c1nnnn1C1CCCC1)N1CCN(C(=O)c2ccco2)CC1 (centres undefined)	-3	1	9	16	24	-1.6	2	11	0
O=C(NCC1CCCC(CNC(=O)Nc2ccc(Cl)cn2)C1)Nc1ccc(Cl)cn1 (centres undefined)	7	-3	18	8	9	1.4	2	7	-6
O=C(COC(=O)Cc1ccc(Cl)cc1Cl)NC1CC1	-13	0	-4	-6	-1	-1.3	-5	16	0
Cc1ccc(-c2nc3ccsc3c(=O)[nH]2)cc1	9	-3	13	12	25	-3.4	-2	21	-1
Cc1cccc(Nc2c([N+](=O)[O-])ccc3nonc23)c1	-30	-2	-10	-9	10	0.2	1	20	-2
CC(C)(C)C(=O)OCc1cn(-c2ccccc2)nn1	1	0	5	-1	-6	-1.7	-1	23	0
C/C(=N\NC(=O)c1ccco1)c1ccc(NC(=O)C(F)(F)F)cc1	-33	0	0	-9	5	-0.6	6	5	6
CCN(CC)S(=O)(=O)c1ccc(NC(=O)CCNC(=O)c2ccco2)cc1	11	0	0	-6	-5	1.9	-1	12	-3
CCOC(=O)C1CCN(C(=O)COC(=O)CNC(=O)c2ccc(OC)cc2)CC1	18	-1	2	7	-2	-0.1	-4	4	-1
CCCn1c2ccccc2c2nnc(SCC(=O)Nc3ncccn3)nc21	33	-2	-2	19	23	3.7	-10	19	-4
CCNC(=S)Nc1cc(OC)c(NC(=O)c2ccco2)cc1OC	-15	-2	9	11	-4	0.2	-1	8	0
CC1(c2cc(C(F)(F)F)n3nc(C(=O)O)cc3n2)CC1	-36	0	9	-9	3	-1.9	7	9	-2
COc1ccc(N2CC(O)=C(c3nc(-c4ccc(F)cc4)cs3)C2=N)cc1	8	2	3	3	-4	1.7	-1	18	-1
Cc1cc(NC(=O)CCOc2ccccc2)no1	-1	0	-5	7	8	-1.0	-2	6	1

Full records, quoted from the list.
Cc1cc(NC(=O)CCOc2ccccc2)no1 is listed with APJ antag = -1; beta cell repl = 0; TIM10 inh = -5; tim10-1 inh = 7; tim23-1 inh = 8; MPTP inh = -1.0; APJ agonist = -2; NALP3 yeast inh = 6; NR3A LBD binder = 1
CCOC(=O)C1CCN(C(=O)COC(=O)CNC(=O)c2ccc(OC)cc2)CC1 is listed with APJ antag = 18; beta cell repl = -1; TIM10 inh = 2; tim10-1 inh = 7; tim23-1 inh = -2; MPTP inh = -0.1; APJ agonist = -4; NALP3 yeast inh = 4; NR3A LBD binder = -1

The list goes on.
SMILES	APJ antag	beta cell repl	TIM10 inh	tim10-1 inh	tim23-1 inh	MPTP inh	APJ agonist	NALP3 yeast inh	NR3A LBD binder
O=C(CN1C(=O)NC2(CCCCCC2)C1=O)c1cccs1	-8	-1	3	4	10	-2.5	-4	7	0
COc1ccc(C(=O)NNC(=O)CCC(=O)Nc2ccc(C)cc2C)cc1	23	-4	10	-13	1	-2.6	-3	16	-2
C=CCC[C@H](Cc1ccc(F)cc1)C(=O)OC[C@@H](C)NC(=O)[C@@H](CC=C)CC(=O)N[C@@H](CO)Cc1ccccc1	-10	-3	7	9	16	5.7	-2	2	1
C/C(=N\O)C1(C)N(O)C(C)(C)C(c2ccc(Br)cc2)=[N+]1[O-] (centres undefined)	-21	2	-3	6	2	0.5	5	2	-2
COc1ccc(S(=O)(=O)CCc2nc3ccccc3s2)cc1	28	-3	-5	2	17	-7.9	-2	15	1
CN(CCOc1ccccc1Cl)Cc1ccccc1	17	-1	2	11	9	1.7	-2	11	-1
CCc1c(C)nc2ncnn2c1NC1CCCc2ccccc21 (centres undefined)	7	-5	-27	23	-68	5.2	1	1	-1
COc1ccc(NC(=O)[C@H](C)NC(=O)[C@@H]2Cc3ccccc3CN2C(=O)OC(C)(C)C)cc1	-8	-2	17	21	23	-0.7	12	9	0
CCN(CCCNC(=O)C1CCN(S(=O)(=O)c2c(C)[nH]c(=O)[nH]c2=O)CC1)c1cccc(C)c1	-18	-2	-9	-16	-8	-0.4	-6	11	-1
CC(C)=CCN1CCC(n2nccc2NC(=O)c2ccccc2Cl)CC1	-32	-3	9	-21	-11	0.8	-6	9	3
O=C(CSc1n[nH]c(-c2ccncc2)n1)Nc1ccc(F)cc1	-14	-4	-17	6	0	-2.5	0	11	-2
CC1CCCN(C(=S)Nc2ccc(S(=O)(=O)N3CCCCC3)cc2)C1 (centres undefined)	16	1	22	27	22	8.5	-2	22	0
O=C(NCC1CC1)c1ccc2c3n(nc2c1)-c1ccc(Cl)cc1CO3	8	-3	54*	48*	67*	0.2	2	14	-4
O=C(C[C@@H]1C/C=C\C[C@H](NC(=O)OCC2c3ccccc3-c3ccccc32)C(=O)OC[C@@H]2CCCN2C1=O)N[C@@H](CO)Cc1ccccc1	1	-6	11	0	-3	0.5	-1	-7	-1
NC(=S)N/N=C/c1ccc(-c2cc(Cl)cc(Cl)c2)o1	30	-6	8	29	-5	2.3	-6	-1	0
CC1Cc2ccccc2N1C(=O)CSc1nnc2n1C(C)(C)Cc1ccccc1-2 (centres undefined)	13	1	-15	-24	27	9.9	0	3	-2
CS(=O)(=O)c1ccccc1C(=O)N1CCN(S(=O)(=O)c2ccc(C3CCCCC3)cc2)CC1	16	-6	8	29	29	-0.8	1	24	-1
COc1ccc(/C=C2\N=C(C)OC2=O)cc1OC(C)=O	5	0	9	15	12	-0.2	-3	14	1
COc1ccc(NC(=O)Cn2nnc(C(N)=O)c2N)c(OC)c1	14	0	-8	1	10	-1.8	2	10	-3
CCOC(=O)c1[nH]c2ccc(Br)cc2c1NC(=O)CCN1CCCC(C)(C)C1	10	-5	12	27	18	41	0	10	-2
COc1ccc(S(=O)(=O)N2CCOCC2)cc1NC(=O)CSc1ncccn1	7	1	-6	-2	-2	-0.9	-3	-5	0
COc1cccc(C(C)NC(=O)Cc2cccs2)c1 (centres undefined)	-2	-2	-3	-1	6	1.1	-5	23	0
Cc1ccc(N=c2ssnc2Cl)cc1	9	-6	27	64*	66*	1.2	1	18	22*
CCc1ccccc1NC(=O)C1=CN2CCS(=O)(=O)N=C2C=C1	0	-3	-10	-15	-13	-0.8	0	3	-1
COc1cc(S(=O)(=O)N2CCOCC2)ccc1NC(=O)CSc1n[nH]c(=O)[nH]c1=O	-2	1	2	-1	14	-0.4	-3	8	-1
O=C(CN1C(=O)c2ccccc2C1=O)c1ccccc1	16	-1	7	8	9	2.8	-1	21	-3
COc1ccccc1NC(=O)Nc1ccccc1C(N)=O	14	4	12	0	-3	1.5	-2	-2	3
NC(=O)COc1ccccc1C(=O)NC12CC3CC(CC(C3)C1)C2	-16	-4	-9	10	12	-0.3	-3	13	3
C=C(C)C1CC=C(C)/C(=N\NC(=O)CNc2cccc3ccccc23)C1 (centres undefined)	0	-1	11	15	-2	2.5	5	3	-3
Cn1cc(CCC(=O)NCc2cccc(Cl)c2)c2ccccc21	9	-3	-1	16	26	1.0	-1	16	0
CCOC(=O)c1ccc2[nH]cc(C(C)=O)c(=O)c2c1	-6	1	3	-11	-17	1.4	3	0	-1
CN(C)[C@H]1N(C(=O)c2ccc(Br)cc2)N=C2c3ccccc3S(=O)(=O)N21	6	-1	14	12	24	3.1	-4	0	0
CNC(=O)c1sc(Nc2ccc(OCc3ccccc3)cc2)nc1C	-5	-4	-12	18	30	1.2	-1	19	34*
Cc1ccc(CNC(=O)C(NS(=O)(=O)c2cccs2)C(C)C)cc1 (centres undefined)	8	-1	12	20	19	0.8	-2	-5	1
CC1(C)[N+]([O-])=C2C(=[N+]([O-])C1(C)C)c1ccccc1/C2=N\O	-54	-1	-18	0	3	-2.8	2	12	-1
CCCCc1c(O)c2ccccc2n(CCCC)c1=O	-7	2	19	14	19	8.6	-1	8	2
O=C(Nc1c(F)cccc1F)c1ccc2c(c1)CCN2S(=O)(=O)c1ccccc1	-8	5	16	22	23	0.5	-5	13	1
Cc1cc2ncc(-c3ccc(Cl)cc3)cn2n1	-11	-3	11	7	1	-4.3	-2	-4	0
NC1=NC[C@@H](Cc2ccc(O)cc2)N1CCc1cc(C(F)(F)F)cc(C(F)(F)F)c1	11	4	-7	-8	-6	2.1	4	11	2
COc1ccccc1CNC(=O)c1ccc(CNc2c(N3CCCC3)c(=O)c2=O)cc1	-6	4	6	11	9	0.1	1	-2	0
Cc1ccc(COn2nnc3ccc(S(=O)(=O)N4CCOCC4)cc32)cc1	0	6	14	26	30	-0.6	-2	14	-3
NC(=O)C1CCCc2c1n(Cc1ccccc1)c1ccccc21 (centres undefined)	10	-1	4	15	15	1.1	-5	12	1
COc1ccc2c(c1)c(C(=O)N1CCN(C)CC1)c(C)n2-c1ccccc1	1	-1	8	11	-9	1.1	-5	-3	1
N#Cc1cnn(-c2ncnc3sc(-c4ccccc4)cc23)c1N	4	3	3	-10	-9	1.7	0	-1	-1
COC(=O)COc1ccc(S(=O)(=O)Nc2ccc3c(c2)OCO3)cc1	-28	-2	-17	-2	-4	0.9	4	0	1
CCCCN(C(=O)c1c(C)noc1C)c1c(N)n(CCCC)c(=O)[nH]c1=O	14	-3	-8	1	2	1.9	4	5	1
CSCC(C)N1CCC(N2CCC(C(=O)NCc3ccccn3)CC2)CC1 (centres undefined)	-38	-3	-1	-2	6	-2.7	2	4	1
O=C(c1cc(-c2ccc(Cl)cc2)on1)N1CCN(c2ccccc2)CC1	9	-2	0	2	8	5.2	1	24	1
N=C1SCC(=O)N1c1ncc(Cc2ccc(F)cc2)s1	4	-6	36	16	36	5.2	-5	24	-1
CC1CCN(C(=O)c2ccc(CSc3ccc(Cl)cc3)cc2)CC1	-9	0	16	25	18	5.7	-1	18	3
COc1ccc(NC(=O)c2cc3c(CO)cnc(C)c3oc2=Nc2cccc(C)c2)c(OC)c1	-4	2	3	-13	-5	-6.8	1	21	-7
CCOc1ccc(NC(=S)N(CCN2CCOCC2)Cc2cc3cc4c(cc3[nH]c2=O)OCO4)cc1	-20	6	2	4	8	0.0	-3	18	-1
CCN(CC)CCCN1C(=O)c2oc3ccccc3c(=O)c2C1c1cccnc1 (centres undefined)	7	-4	-8	-3	3	-1.5	-1	13	1
CCC(=O)N1CCc2cc(OC)c(OC)cc2C1COc1ccc(OC)cc1 (centres undefined)	10	2	8	17	12	7.2	-2	11	-3
[N-]=[N+]=NC1C[C@H](n2ccc(=O)[nH]c2=O)O[C@@H]1CO (some centres undefined)	-1	-5	7	-14	-1	-0.7	1	4	-2
COCc1nnc(NC(=O)c2c(-c3c(Cl)cccc3Cl)noc2C)s1	3	0	-6	15	14	0.0	-3	14	-3
Cc1onc(-c2ccccc2Cl)c1C(=O)NCc1ccco1	2	-2	-14	-17	-6	1.8	3	15	-4
CC(=O)Nc1ccc(CN2CCC(CO)(CCOc3ccccc3)CC2)cc1	5	1	-1	-7	7	-0.6	-2	12	0
COc1ccc(-c2cc(C(F)F)n3ncc(C(=O)N4CCSCC4)c3n2)cc1	5	-5	11	17	22	3.1	-2	7	-1
COc1ccc(/C(N)=N/O)cc1O	5	0	8	12	4	-1.7	7	13	3
O=C(CCC1CCCCC1)NC1=NCCS1	5	-2	16	22	30	1.6	-3	-15	3
COc1ccc(OC)c(NC(=O)CCNS(=O)(=O)c2cccc3nsnc23)c1	10	0	6	-11	5	-1.1	0	-11	-1

No new results follow: entries from further up.
SMILES	APJ antag	beta cell repl	TIM10 inh	tim10-1 inh	tim23-1 inh	MPTP inh	APJ agonist	NALP3 yeast inh	NR3A LBD binder
COCc1nnc(NC(=O)c2c(-c3c(Cl)cccc3Cl)noc2C)s1	3	0	-6	15	14	0.0	-3	14	-3
Cc1onc(-c2ccccc2Cl)c1C(=O)NCc1ccco1	2	-2	-14	-17	-6	1.8	3	15	-4
